# Screening results from PubChem.
# GPR151 ag – human GPR151 activation | PathHunter beta-arrestin GPR151 cells, luminescence | activation, % at 11.2 µM | 650,000 tested, 1% active | AID 1508602; in the data active = activation above about 4.9%;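 note: 0% = median of compound wells and 100% = cells with positive control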
# FBW7 act – human FBW7 E3 ligase activation, primary screen; Q969H0; AlphaScreen FBW7–phospho-cyclin E peptide binding, activator screen; normalized activity (activation), % at 26.1 µM; 650,000 tested, 0.13% active; in the data active = normalized activity above about 1.9%;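 note: purified mutant Fbw7 with reduced substrate affinity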
# Target sequence (Q969H0 whole entry, looked up): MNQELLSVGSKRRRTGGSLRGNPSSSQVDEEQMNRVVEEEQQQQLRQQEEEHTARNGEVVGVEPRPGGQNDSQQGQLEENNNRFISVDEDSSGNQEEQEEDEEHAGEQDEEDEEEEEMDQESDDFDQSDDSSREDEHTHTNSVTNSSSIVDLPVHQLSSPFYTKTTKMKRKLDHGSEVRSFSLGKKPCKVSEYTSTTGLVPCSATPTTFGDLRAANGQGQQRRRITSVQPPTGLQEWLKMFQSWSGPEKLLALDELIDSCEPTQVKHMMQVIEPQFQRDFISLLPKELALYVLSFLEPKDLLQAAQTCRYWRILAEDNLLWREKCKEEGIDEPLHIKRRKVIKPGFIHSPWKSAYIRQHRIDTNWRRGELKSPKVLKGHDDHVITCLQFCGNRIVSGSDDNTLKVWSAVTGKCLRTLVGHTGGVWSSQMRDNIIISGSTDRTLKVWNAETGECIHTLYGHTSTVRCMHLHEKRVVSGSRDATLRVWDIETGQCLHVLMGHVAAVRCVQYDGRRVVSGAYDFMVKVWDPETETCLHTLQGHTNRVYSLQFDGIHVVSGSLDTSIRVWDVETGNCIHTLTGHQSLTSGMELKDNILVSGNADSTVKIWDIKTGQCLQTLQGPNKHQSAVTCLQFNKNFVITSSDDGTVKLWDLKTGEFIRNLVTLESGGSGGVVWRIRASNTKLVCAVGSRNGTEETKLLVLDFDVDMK
# TEAD-YAP block – TEAD-YAP interaction inhibition; HEK-TIYL cells, TEAD-Gal4/YAP UAS-luciferase luminescence; inhibition, % at 9.12 µM; 640,000 tested, 1.4% active; AID 1259422; in the data active = inhibition above about 32%;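 note: 0% = median of test compound wells and 100% = reference inhibitor wells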
# MITF primary – inhibitors of human MITF | O75030 | AlphaScreen MITF homodimerization, bead proximity signal | inhibition, % at 2.6 µM | 650,000 tested, 0.91% active; in the data active = inhibition above about 50%;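 note: 0% = vehicle wells with protein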
# Starred values were filed as active, the others as inactive.
SMILES,GPR151 ag,FBW7 act,TEAD-YAP block,MITF primary
COc1ccc(C(=O)N/C(=C/c2cc(Br)ccc2F)C(=O)N2CC3CC(C2)c2cccc(=O)n2C3)cc1OC (centres undefined),-0.2,0.0,-6,2
CCOC(=O)c1sc2nc(SCC(=O)c3ccc(Cl)cc3)n(CCc3ccccc3)c(=O)c2c1C,-0.5,0.0,4,5
Cc1cc(C)c2c3c(sc2n1)C1(CCN(C(C)C)CC1)C(C#N)=C(N)O3,-1.1,0.0,7,18
CCS(=O)(=O)c1ccc(O)c(NC(=O)COc2ccccc2)c1,-1.4,0.1,1,-15
CCOc1ccc(/C(O)=C2\C(=O)C(=O)N(c3nc(C)c(C(=O)OC)s3)C2c2ccc(C)cc2)cc1C (centres undefined),5.0*,-0.1,-2,7
Cc1cnc(Nc2ccnn2C)nc1NCCN1CCOCC1,-1.8,-0.1,1,-2
CCOc1cc(C(=O)Nc2nnn(CC)n2)cc(OCC)c1OCC,-0.9,1.5,6,24
CCN(CC)S(=O)(=O)c1cccc(C(=O)OCc2cnc(-c3ccccc3)s2)c1,2.4,0.1,2,0
CCOC(=O)c1cccc(N2C(=O)C3C4c5ccccc5C(c5ccccc54)C3C2=O)c1 (centres undefined),2.2,-0.2,-2,3
CCCCSc1nnc2c(n1)OC(c1cccc(F)c1)N(C(C)=O)c1ccccc1-2 (centres undefined),0.2,-0.1,1,5
FC(F)(F)c1cccc(CONc2cc(Cl)ncn2)c1,-1.4,0.3,-18,12
Cc1cc(C)cc(NC(=S)N2CCC(C(N)=O)CC2)c1,0.2,0.5,12,6
COc1cccc(CNC(=O)c2[nH]c3cc(-c4cn[nH]c4)ccc3c2CN(C)C)c1,-0.1,-0.2,-2,0
CCOC(=O)C1(Cc2cccc(OC)c2)CCCN(C(=O)COC)C1 (centres undefined),-0.4,0.2,9,2
CN(C)CC(=O)Nc1ccc(Cl)cc1Cl,-1.4,0.0,2,2
COc1ccc(C=C2C(=O)NC(=S)NC2=O)cc1OCc1ccc(Cl)cc1,-0.4,0.2,-31,27
CC(C)(C)c1cc(N)n(-c2ccc([N+](=O)[O-])cc2)n1,-0.3,0.2,-6,7
c1ccc(-c2nc(-c3ccco3)[nH]c2-c2ccc3oc4ccc(-c5nc(-c6ccco6)[nH]c5-c5ccccc5)cc4c3c2)cc1,0.3,0.0,-2,2
CC(=O)c1c(C)nc(-c2sc3nc(-c4ccccc4)nc(N4CCCC4)c3c2C)nc1N,2.0,-0.1,-6,-3
COc1ccc(N2C(=O)CN(C(=O)CCSC)CC2(C)C)cc1,-1.1,0.0,0,9
CCc1cc(=O)oc2cc(OC(C)C(C)=O)c(Cl)cc12 (centres undefined),1.5,0.6,5,-16
CCCCc1nc(Cl)c(CN2CCC3(CC2)NC(=O)c2ccccc2O3)[nH]1,-0.4,0.1,-6,6
CCc1nn(CCC(N)=O)c(=O)c2cc3sc(C)cc3n12,2.5,-0.2,-7,0
COc1cc(NC(=O)Cc2cn(-c3ccc(N4CCN(c5ccccn5)CC4)nn3)c3ccccc23)cc(OC)c1OC,-2.1,-0.1,-9,-3
CN1CCN(c2cc(-c3cccc(C(F)(F)F)c3)nc(-c3ccccn3)n2)CC1,-0.3,-0.1,11,4
SMILES,GPR151 ag,FBW7 act,TEAD-YAP block,MITF primary
CCOC(=O)C1=C(C)C2C3C(=O)N(c4ccccc4CC)C(=O)C3C1(C)C1C(=O)N(c3ccccc3CC)C(=O)C21 (centres undefined),-2.5,0.6,0,-4
Cn1c2c(c(=O)n(C)c1=O)CN(c1ccc3c(c1)OCCO3)CN2,-0.3,-0.1,-4,6
Cc1ccc(SCC(=O)N2CCN(Cc3ccccc3)CC2)cc1,-0.1,0.0,-9,15
O=C(c1ccco1)N(CCN1CCCC1)C1CCN(CCCc2ccccc2)CC1,3.3,-0.2,1,-3
COC(=O)c1ccc(/C=N/Nc2ccc(S(N)(=O)=O)cc2[N+](=O)[O-])cc1,2.7,-0.1,6,0
COc1ccc2c(c1)C(C)(Cc1ccccc1C#N)C(=O)N2 (centres undefined),4.5,-0.1,5,-3
CC(C)n1nnnc1C(c1ccccc1)N1CCN(C(=O)c2ccco2)CC1 (centres undefined),-0.3,0.6,-2,8
CCOC(=O)c1ccc(N=Cc2c(O)n(-c3cccc(OC)c3)c(=O)[nH]c2=O)cc1,1.1,0.0,-4,-2
CC(C)=CC(=O)Nc1nc2ccc(S(C)(=O)=O)cc2s1,1.9,0.0,-12,4
Cc1cc(C(=O)NCC2CCCN(Cc3cnc(-c4ccccc4)s3)C2)no1 (centres undefined),-2.1,-0.1,2,0
CC(C)(C)c1ccc(C(CC(=O)O)NC(=O)c2ccco2)cc1 (centres undefined),0.4,-0.2,-7,-7
Cc1cc(C)n2nc(CNS(=O)(=O)c3ccc4c(c3)CCCC4)nc2n1,1.2,-0.1,7,-1
COc1ccc(S(=O)(=O)N(CC(=O)O)c2cc(C)cc(C)c2)cc1OC,0.6,0.0,3,-5
COc1ccc(-c2cccc(C(=O)NC3CC3)n2)cc1,-0.2,0.1,-9,-8
COc1ccc(N2C(=O)C3CCCN3C2c2ccc(OC)c(OC)c2)cc1 (centres undefined),-0.2,0.8,4,9
CC(NCc1c(C(=O)O)n(Cc2cccc(Cl)c2)c2ccccc12)c1ccccc1 (centres undefined),1.4,-0.3,15,-1
CCc1cccc(OCC(=O)Nc2sc3c(c2C(N)=O)CCCC3)c1,-1.0,-0.2,-10,-10
O=C(CCC(=O)c1ccc(Oc2ccccc2)cc1)Nc1ccc(C(=O)O)cc1,0.1,-0.1,-3,-3
COc1ccc2nc(SCc3cc(=O)oc4cc(NC(C)=O)ccc34)[nH]c2c1,-1.2,0.2,8,3
Cc1ccc(C(=O)COC(=O)c2cc3ccccc3cc2O)cc1[N+](=O)[O-],-1.0,0.1,-1,12
CCN(CC)c1ncnc2sc(C(=O)NCCc3ccc(OC)c(OC)c3)c(C)c12,-0.2,0.1,-1,7
CC1(C)Cc2c(ccc3ccccc23)CN1,0.1,0.2,4,6
COc1ccc(NC(=O)CCn2c(=O)oc3ccccc32)c(OC)c1,-0.5,0.4,12,3
CC1CCCN(CCCN2C(=O)C3C(C(=O)Nc4ccc(Cl)cc4)C4C=CC3(O4)C2C(=O)NC2CCCCC2)C1 (centres undefined),-0.2,-0.1,6,-1
Cn1ncc2c(Nc3ccc(Cl)c(Cl)c3)ncnc21,1.4,-0.1,-13,-10

# 7 structures already listed, arranged by heavy-atom count, ascending:
SMILES,GPR151 ag,FBW7 act,TEAD-YAP block,MITF primary
COc1ccc2c(c1)C(C)(Cc1ccccc1C#N)C(=O)N2 (centres undefined),4.5,-0.1,5,-3
COc1ccc(N2C(=O)CN(C(=O)CCSC)CC2(C)C)cc1,-1.1,0.0,0,9
CCOc1cc(C(=O)Nc2nnn(CC)n2)cc(OCC)c1OCC,-0.9,1.5,6,24
Cc1cc(C)c2c3c(sc2n1)C1(CCN(C(C)C)CC1)C(C#N)=C(N)O3,-1.1,0.0,7,18
Cc1ccc(C(=O)COC(=O)c2cc3ccccc3cc2O)cc1[N+](=O)[O-],-1.0,0.1,-1,12
CCOC(=O)c1ccc(N=Cc2c(O)n(-c3cccc(OC)c3)c(=O)[nH]c2=O)cc1,1.1,0.0,-4,-2
c1ccc(-c2nc(-c3ccco3)[nH]c2-c2ccc3oc4ccc(-c5nc(-c6ccco6)[nH]c5-c5ccccc5)cc4c3c2)cc1,0.3,0.0,-2,2

# Next results.
SMILES,GPR151 ag,FBW7 act,TEAD-YAP block,MITF primary
CC1(C)Nc2ccccc2-c2c1sn(Cc1ccc(Cl)cc1)c2=S,1.0,0.1,-3,15
Cc1ccc(/C=C/C(=O)Nc2ccc3nc(N4CCOCC4)cc(C)c3c2)o1,0.1,0.0,20,-3
O=C(CC1Nc2ccccc2NC1=O)Nc1ccc(N2CCCCC2)cc1 (centres undefined),0.3,-0.2,-10,10
CCN1CCN(c2ccc(NC(=O)c3ccc(Br)cc3)cc2)CC1,-0.4,0.7,-7,11
CC1=C(C(=O)OCCOc2ccccc2)C(c2ccccc2F)C2=C(CC(c3ccc(Cl)cc3)CC2=O)N1 (centres undefined),-0.5,0.4,3,18
O=C(Nc1ccc2c(c1)OCO2)c1ccc(Cl)cc1Cl,-2.1,0.0,-13,-3
COC(=O)c1ccc(C2C3C(=O)N(Cc4ccccc4)C(=O)C3ON2c2ccccc2)cc1 (centres undefined),0.1,0.1,5,10
COC(=O)Cn1c(=O)c2c(nc3n(-c4ccc(Cl)cc4)c(C)c(C)n23)n(C)c1=O,1.7,0.0,6,0
O=c1nc(/C=C/c2ccc(OCc3ccc(F)cc3)cc2)cc(C(F)(F)F)[nH]1,1.5,0.1,5,8
CCc1ccccc1NC(=O)c1oc(=O)c2ccccc2c1-c1ccccc1,-0.4,0.0,-6,-8
CCOc1ccc(NC(=O)CC2C(=O)N(c3ccc(F)cc3)C(=S)N2CCc2ccc(OCC)c(OCC)c2)cc1 (centres undefined),0.0,-0.1,-9,3
O=C(COc1ccccc1)N1CCC(Cn2cnc3ccccc32)CC1,-0.6,-0.4,7,56*
CCCCCC(O)CC(CC(=O)NN)C(=O)NN (centres undefined),0.5,0.5,-1,15
CCCCCCNc1nc(Nc2ccc(Cl)cc2)nc(N2CCCC2)n1,1.1,0.0,6,16
Cc1c(C)c2c(c(C)c1OC(=O)CCC(=O)O)CC[C@@](C)(CCC[C@H](C)CCC[C@H](C)CCCC(C)C)O2,3.4,0.0,-2,-7
CCOC(=O)c1c(NC(=O)c2nn3c(c2Br)NC(c2ccc(OC)cc2)CC3C(F)(F)F)sc2c1CCC2 (centres undefined),0.8,0.3,3,13
CCCCCCNc1nc(Nc2ccc(I)cc2)nc(N2CCCC2)n1,0.3,0.0,-6,9
Nc1ccccc1S(=O)(=O)Nc1ccccc1,5.0*,0.0,6,1
CN(C)CCN(C(=O)Nc1cccc(C(F)(F)F)c1)C1CCN(Cc2ccncc2)CC1,-0.4,0.1,-3,16
Cc1ccccc1CN1CCN(S(=O)(=O)c2ccccc2)CC1,0.2,-0.1,2,8
Cn1cnnc1SCCNC(=O)CCc1nnc(CCC2CCCCC2)o1,-0.4,-0.1,3,7
Cn1c(SCC(=O)Nc2ccc([N+](=O)[O-])cc2)nnc1-c1c[nH]c2ccccc12,-0.3,-0.1,22,12
O=C(Nc1c2c(nn1-c1ccc(F)cc1)CS(=O)C2)c1ccc(Cl)c([N+](=O)[O-])c1 (centres undefined),0.5,0.2,-5,11
Cc1cc(C)n(CC(C)N2CCC(n3nccc3NC(=O)CCCc3ccccc3)CC2)n1 (centres undefined),7.2*,0.0,1,11
CCOC(=O)c1c(NC(=O)c2ccc(S(=O)(=O)N3CCCCC3C)cc2)sc2c1CC(C)(C)NC2(C)C (centres undefined),0.0,0.0,0,-3

# 2 of these compounds, reformatted:
# Screens in order – GPR151 ag, FBW7 act, TEAD-YAP block, MITF primary
CCOc1ccc(/C(O)=C2\C(=O)C(=O)N(c3nc(C)c(C(=O)OC)s3)C2c2ccc(C)cc2)cc1C (centres undefined)
    5.0*, -0.1, -2, 7
Cc1cc(C(=O)NCC2CCCN(Cc3cnc(-c4ccccc4)s3)C2)no1 (centres undefined)
    -2.1, -0.1, 2, 0

# The list continues:
SMILES,GPR151 ag,FBW7 act,TEAD-YAP block,MITF primary
CCc1ccc(NC(=O)Cn2nnc(C(=O)OC)c2N)cc1,0.2,-0.1,7,11
COc1ccc(Cl)cc1C(=O)Nc1sc(C)c(C)c1C#N,0.0,-0.1,-10,-16
Cn1c(/C=N/c2nc3ccccc3n2C)nc2ccccc21,-0.9,0.6,-19,18
CN(C)c1ccc(Nc2ncnc3c2c(-c2ccccc2)cn3-c2cccc(Cl)c2)cc1,1.0,-0.2,7,14
CC(O)c1cc2c(cc1NC(=O)c1cnn3c1NC(c1ccco1)CC3C(F)(F)F)OCO2 (centres undefined),1.8,0.1,6,24
Cc1ccnc2nc(C(=O)Nc3nnc(-c4ccc(Cl)cc4)o3)nn12,-3.3,-0.1,8,-11
Cc1ccc(N2C(=O)c3cc(N4CCN(c5cccc(C)c5)C(C)C4)c([N+](=O)[O-])cc3C2=O)cc1 (centres undefined),-0.5,-0.2,-4,-1
COc1cc(/C=C2\SC(=Nc3ccccc3)N(c3ccccc3)C2=O)ccc1Oc1ccc([N+](=O)[O-])cc1C(F)(F)F,0.2,-0.1,1,-5
O=C(Cn1ccc2ccccc2c1=O)N1CCN(c2cccc(Cl)c2)CC1,0.0,0.1,8,15
Cc1ccc2nc3c(cc(C(=O)NCc4ccccc4)n3Cc3ccccc3)c(=O)n2c1,2.1,-0.2,-9,3
c1ccc(CSc2nnnn2-c2ccc3c(c2)OCCO3)nc1,-0.6,-0.1,-4,-7
O=C1CC(C(=O)N2Cc3ccccc3OC(c3ccccc3)C2)c2ccccc2N1 (centres undefined),1.5,-0.1,-3,6
O=C(O)c1c[nH]c2ccc(S(=O)(=O)N3CCN(c4ccccc4F)CC3)cc2c1=O,-1.0,0.1,-8,9
O=S(=O)(c1ccc2oc(=S)n(CN3CCOCC3)c2c1)N1CCOCC1,0.7,0.0,-8,1
CCC(=O)N1CCc2cc(S(=O)(=O)NC(Cc3ccccc3)C(=O)O)ccc21 (centres undefined),1.3,0.0,3,2
CCc1nnc(NC(=O)CN2CCN(c3ccc([N+](=O)[O-])cc3)CC2)s1,0.0,0.0,5,7
CCOC(=O)C1(CCCc2ccccc2)CCN(C(=O)CSc2ncccn2)CC1,-0.6,0.3,-8,-5
CCCN(CCC)CCCNC(=O)c1cn(-c2ccc(OC)cc2)c(=O)c2ccccc12,-0.9,0.0,8,-2
